NPR1 activator – GC-A stimulated cGMP production enhancers – HEK293 GC-A cells, cGMP TR-FRET, EC30 ANP, primary screen; Atrial natriuretic peptide receptor 1 (Homo sapiens), P16066; 0% at EC30 ANP, 100% saturating ANP; activation, % at 10 µM; 370,000 tested, 0.14% active; in the data active means activation above about 40%
ADAM17 inh – ADAM17 inhibitors, primary screen, biochemical, QFRET | Disintegrin and metalloproteinase domain-containing protein 17 (Homo sapiens), P78536 | recombinant ADAM17, EDANS/DABCYL FRET peptide cleavage | inhibition, % at 6.95 µM | 370,000 tested, 0.83% active | AID 720648, 2013;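 active means inhibition above the mean of compounds lying between control limits plus 3 SD, set per campaign, cut at about 8.5% in these data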;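 further: 0% = DMSO-only wells as the low control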
Target sequence (P78536 215-824 limits assumed): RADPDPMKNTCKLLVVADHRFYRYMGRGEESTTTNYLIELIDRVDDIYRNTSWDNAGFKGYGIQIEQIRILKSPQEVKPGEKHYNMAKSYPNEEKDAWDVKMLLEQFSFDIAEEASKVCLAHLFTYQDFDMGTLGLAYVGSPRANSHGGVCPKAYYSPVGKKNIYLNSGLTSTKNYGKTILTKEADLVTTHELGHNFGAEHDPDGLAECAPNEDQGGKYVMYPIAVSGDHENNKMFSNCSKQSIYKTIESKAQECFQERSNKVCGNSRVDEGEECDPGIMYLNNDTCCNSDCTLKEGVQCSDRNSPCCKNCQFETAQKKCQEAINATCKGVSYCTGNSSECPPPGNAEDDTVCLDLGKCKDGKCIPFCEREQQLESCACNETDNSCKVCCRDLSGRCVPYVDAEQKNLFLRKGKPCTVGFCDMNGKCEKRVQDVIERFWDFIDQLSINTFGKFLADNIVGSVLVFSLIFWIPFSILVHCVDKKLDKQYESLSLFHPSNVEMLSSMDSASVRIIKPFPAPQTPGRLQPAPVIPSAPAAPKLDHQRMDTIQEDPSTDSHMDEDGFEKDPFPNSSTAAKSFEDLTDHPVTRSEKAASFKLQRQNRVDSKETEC
ssDAF12 agonist – S. stercoralis DAF-12 nuclear receptor activators, primary screen, cell-based, luminescence, HEK293, GRIP1 co-expression, lit1-tk-luc. Nuclear hormone receptor DAF-12 (Strongyloides stercoralis). HEK293 ssDAF-12/GRIP1 lit1-tk-luc reporter; % of 3 µM dafachronic acid response. activation, % at 6.8 µM. 370,000 tested, 1% active. AID 652126, 2013;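 active means activation above the mean over all tested compounds plus 3 SD, cut at about 0.9% in these data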;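 further: 0% = DMSO-only wells and 100% = 3 µM delta7-dafachronic acid wells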
PG9 binder – binders of HIV-1 gp120 antibody PG9, primary screen, biochemical, TR-FRET; AID 624416, 2012; 360,000 tested, 0.43% active; TR-FRET gp120-PG9 antibody binding; HIV-1 gp120 / PG9 antibody interaction; inhibition, % at 6.7 µM; in the data active means inhibition above about 8.5%
ADAM10 inh – human ADAM10 inhibitors, primary screen, biochemical, QFRET, HTS. Disintegrin and metalloproteinase domain-containing protein 10 (Homo sapiens), O14672. recombinant ADAM10, EDANS/DABCYL FRET peptide cleavage, 3 h. inhibition, % at 7 µM. 370,000 tested, 0.62% active. AID 720582, 2013;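 active means inhibition above a per-campaign cutoff equal to the mean of compounds falling between control-based bounds plus 3 SD, cut at about 20% in these data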;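 further: 0% = DMSO wells while the 100% control is not disclosed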
SMARCA2 act – SMARCA2 (BRM) function activators, primary screen, cell-based, luminescence, high throughput | MG213 cells, MMTV-luciferase reporter, dexamethasone, overnight | activation, % at 9.1 µM | 370,000 tested, 1% active | AID 652017, 2013; in the data active means activation above about 7.8%;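 further: 0% = vehicle wells and 100% = reference activator wells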
DAX1 inh-1 – DAX1 (NR0B1) inhibitors on StAR promoter, primary screen, cell-based, luminescence, SF-1 (NR5A1), full-length DAX-1; HEK293T StAR-luciferase reporter, SF-1/DAX-1 repression relief; inhibition, % at 6.8 µM; 370,000 tested, 1.1% active; AID 652010, 2013;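 active means inhibition above the mean over all tested compounds plus 3 SD, cut at about 3.6% in these data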;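 further: 0% = DAX-1 cells with DMSO and 100% = cells lacking DAX-1 with DMSO; higher inhibition means more luminescence from relief of DAX-1 repression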
hgDAF12 agonist – H. glycines DAF-12 receptor agonists, primary screen, cell-based, luminescence, HEK293, GAL4 fusion, UAS-luciferase; Nuclear hormone receptor DAF-12 (Heterodera glycines), GAL4 fusion; HEK293 GAL4-hgDAF12 UAS-luciferase reporter, agonist luminescence; normalized to butyrate control; 370,000 tested, 1.8% active; activation, % at 6.8 µM;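 active means activation above a cutoff set at the mean of all screened compounds plus 3 SD, cut at about 10% in these data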;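 further: 0% = DMSO wells and 100% = sodium butyrate wells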
GAA850 FXN act – FXN promoter activators, primary screen, cell-based, luciferase luminescence, HEK293 lucGAA850 | HEK293 lucGAA850 FXN promoter luciferase reporter, 24 h; percent of 10 µM SAHA response | activation, % at 6 µM | 360,000 tested, 0.56% active | AID 540364, 2011;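 active means activation above the average of all compounds screened plus 3 SD, cutoff fixed separately per campaign, cut at about 7.5% in these data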;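 further: 0% = DMSO wells and 100% = 10 µM SAHA wells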
DAX1 inh-2 – DAX1 (NR0B1) inhibitors, primary screen, cell-based, HEK293, Gal4-DAX1, luciferase luminescence; Nuclear receptor subfamily 0 group B member 1 (Homo sapiens), P51843; HEK293 Gal4-DAX1 luciferase reporter; inhibition, % at 6.75 µM; 340,000 tested, 0.99% active; AID 504766, 2011;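 active means inhibition above the mean over all tested compounds plus 3 SD, cut at about 4.2% in these data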;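 further: 0% = DAX1-transfected cells with DMSO and 100% = empty-vector control cells with DMSO; inhibition shows as a rise in luminescence from relieved DAX1 repression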
Target sequence (P51843 207-470 limits assumed): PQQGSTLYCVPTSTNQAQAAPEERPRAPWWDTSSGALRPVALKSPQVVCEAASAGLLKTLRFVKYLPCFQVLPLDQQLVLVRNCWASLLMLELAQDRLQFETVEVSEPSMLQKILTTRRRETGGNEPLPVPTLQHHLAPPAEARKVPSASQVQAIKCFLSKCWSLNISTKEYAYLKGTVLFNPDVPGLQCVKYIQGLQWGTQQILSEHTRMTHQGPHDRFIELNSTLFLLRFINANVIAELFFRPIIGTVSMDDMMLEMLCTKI
hcDAF12 agonist – H. contortus DAF-12 nuclear receptor activators, primary screen, cell-based, luminescence, HEK293, lit1-tk-luc reporter | HEK293 hcDAF-12 lit1-tk-luc reporter; 0% DMSO, 100% Δ7-dafachronic acid | activation, % at 6.8 µM | 370,000 tested, 1.4% active | AID 652067, 2013;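 active means activation above the mean of all tested compounds plus 3 SD, cut at about 5.5% in these data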;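 further: 100% = response to 3 µM Δ7-dafachronic acid high control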
An asterisk follows results filed as active; i = inactive; x = no result given. Not a hit list (roughly 6.8% active in at least one column).

SMILES	NPR1 activator	ADAM17 inh	ssDAF12 agonist	PG9 binder	ADAM10 inh	SMARCA2 act	DAX1 inh-1	hgDAF12 agonist	GAA850 FXN act	DAX1 inh-2	hcDAF12 agonist
Fc1ccccc1CN(CCN1CCOCC1)C(=S)Nc1ccccc1Cl	-6	0	-1.6	-1.2	6	0	-0.3	-1.2	-2.0	-1.5	-0.3
COc1ccc(-c2sc3ccccc3c2-c2ccc(O)cc2)cc1	0	-13	-1.5	0.4	-64	1	-0.8	0.4	3.6	-1.0	-1.3
O=C(c1nc2ccc(Cl)cn2c1CN1CCC[C@H]1CO)N1CCc2ccccc2C1	3	-9	-0.8	-0.9	-31	-2	1.2	0.3	0.7	-0.8	4.5
CCc1c(C#N)c(SCCC(=O)Nc2cccc(OC)c2)nc2c1C(=O)CC(C)(C)C2	-3	7	-1.4	0.1	22*	-2	-0.6	-0.4	-0.5	-0.4	-3.1
c1ccc(CSCc2nc3ccccc3[nH]2)cc1	-1	-6	-0.7	3.0	-14	3	1.0	6.5	4.6	2.0	6.4*
NC(=O)C(=O)NN=C1C2CC3CC(C2)CC1C3	-1	3	-1.6	-1.7	9	-4	-0.2	-2.2	0.6	-0.1	1.0
COc1ccccc1CN1CC(C(=O)N(CCO)Cc2cccs2)CCC1=O (stereo not given)	3	3	-1.0	1.0	-4	-2	-0.6	0.0	0.6	0.8	-0.9
COc1cccc(-n2nnnc2SCC(=O)NCCc2ccccc2)c1	-6	-2	-1.7	0.4	5	0	-0.9	1.4	1.3	-1.1	-1.4
O=C(CCCc1ccccc1)Nc1cccnc1Cl	-1	5	-1.0	-0.5	6	3	1.1	2.1	2.0	0.0	-0.9
Cc1ccc(C2C(C#N)=C(N)Oc3c2oc(CO)cc3=O)o1 (stereo not given)	2	-8	-0.4	-0.6	-16	-1	-0.3	-0.6	-0.4	-0.3	0.1
C=CCn1c(N)c(S(=O)(=O)c2cccs2)c2nc3ccccc3nc21	-5	i	-1.6	0.6	i	-1	-0.5	-0.2	3.0	-0.3	0.2
CCc1noc2c1/C(=N\O)CC(c1ccccc1)C2 (stereo not given)	2	-2	-0.8	-2.8	0	-1	-0.8	-0.9	3.0	-1.1	-2.3
Cc1ccc(S(=O)(=O)N2CCOCC2)cc1NC(=O)CNCC1CCCCC1	0	-4	-1.4	-1.2	5	-4	0.3	-4.3	0.9	0.2	-3.0
COc1ccc(C=NC(CO)C(O)c2ccc([N+](=O)[O-])cc2)cc1 (stereo not given)	3	0	-1.3	-0.5	-2	0	-0.3	-3.7	-1.1	0.4	-1.1
O=C(c1ccc(Cl)c([N+](=O)[O-])c1)N(Cc1ccccc1)C1CCS(=O)(=O)C1 (stereo not given)	-34	-4	-1.0	-0.9	0	3	0.4	-2.2	-1.8	2.0	-2.5
COc1ccc(S(=O)(=O)N(C)CC(=O)Nc2ccc(C)cc2)cc1OC	-3	-3	-1.5	4.1	-9	-2	-0.4	-3.4	4.0	0.0	-2.9
Cc1ccc(C(=O)CSc2cc(C)[nH]c(=O)n2)cc1	0	-1	0.4	-0.3	-6	5	12*	15*	0.7	5.0*	3.2
O=C(/C=C/c1ccco1)Nc1ccc(Oc2ccccc2)cc1	-4	7	-0.9	-2.2	14	0	-0.9	3.2	1.0	0.9	4.3
O=c1c2c(nc3nc(CCc4ccccc4)[nH]n13)CCC2	-3	-7	-1.3	2.1	-2	0	0.1	-0.9	-3.6	0.2	-2.1
COc1ccc(-c2cc(C(=O)OC(C)C(=O)Nc3c(C)n(C)n(-c4ccccc4)c3=O)c3ccccc3n2)cc1 (stereo not given)	-1	-16	-1.9	-1.9	-61	1	0.0	-2.8	-2.0	0.1	-3.0
COc1cc(OC)c(/C=N/NC(=O)Cn2nc([N+](=O)[O-])cc2C)c(OC)c1	-2	-5	-0.5	0.3	-13	-1	-0.1	-0.6	1.5	3.0	1.2
O=C(NCC(=O)N1CCN(c2ccccc2O)CC1)C1CCCCC1	1	0	-0.7	0.9	0	-1	0.3	-2.0	3.5	-0.7	0.3
CSc1nnnn1-c1ccc(C(=O)OCC(=O)N2CCOCC2)cc1	1	0	-1.1	-0.8	8	-1	0.0	-0.1	0.4	0.1	-0.9
Cc1cc(=S)c2ccccc2[nH]1	-2	1	1.3*	-1.1	6	-1	-0.8	-2.4	-1.4	-0.4	-0.4
COc1ccc(CCNC(=O)Cn2cnc3c(cnn3C(C)(C)C)c2=O)cc1OC	2	-4	-0.5	1.1	-1	-2	-0.9	-1.2	-1.7	0.0	-0.3

The list goes on.
SMILES	NPR1 activator	ADAM17 inh	ssDAF12 agonist	PG9 binder	ADAM10 inh	SMARCA2 act	DAX1 inh-1	hgDAF12 agonist	GAA850 FXN act	DAX1 inh-2	hcDAF12 agonist
COc1ccc(CNC(=O)[C@H](C)N2C(=O)N3CCc4c([nH]c5ccccc45)[C@@]3(C)C2=O)cc1OC	0	1	-1.6	-1.9	-4	1	0.6	-2.5	-2.8	-3.2	-1.9
Cc1ccccc1NC(=O)COc1ccc(Br)cc1CNCCCO	-5	-4	-0.3	0.8	5	6	0.0	0.1	-2.7	5.2*	1.8
CCN1CCN(Cc2ccc(NC(=O)c3ccc(C)c(NC(=O)c4nccnc4N)c3)cc2C(F)(F)F)CC1	0	4	-1.3	-2.6	5	-2	-0.9	-1.9	-2.2	-0.7	-2.5
COc1ccc(CCNC(=O)c2cc3c(F)cccc3s2)cc1OC	9	2	-1.9	-0.6	3	-2	-1.2	-4.0	-0.7	-1.3	-2.8
CC(C)C[C@H](NS(=O)(=O)c1ccc(Br)cc1)C(=O)O	2	-1	-1.3	1.2	-6	-2	-0.4	2.7	4.5	-0.5	1.9
COc1cc([N+](=O)[O-])ccc1NC(=O)Nn1cnnc1	1	-2	-0.9	-0.2	8	6	0.3	-2.2	-0.1	0.3	0.2
Cc1cc(C)cc(C(=O)NCCN2CCOCC2)c1	0	0	-1.4	-1.7	0	0	-0.2	1.2	1.6	-0.8	2.0
Cc1ccc(NC(=O)CSc2ccc3nnc(-c4cccnc4)n3n2)cc1	-3	0	-1.0	0.2	-1	-3	-0.2	0.7	3.4	-0.8	-1.5
CC(C)C[C@H](NC(=O)OC(C)(C)C)C(=O)N1CCC(C(=O)N[C@@H](Cc2c[nH]c3ccccc23)C(=O)O)CC1	2	-3	-0.5	-0.5	-1	-2	-0.1	-1.4	1.5	0.1	3.3
Cc1c(C)n(Cc2ccc(Cl)cc2)c2ccc(C(=O)NCCN3CCOCC3)cc12	6	-4	-0.5	-0.6	-26	1	-2.4	-1.1	1.6	0.1	-0.8
CCCOc1ccc(C2c3c(oc4cc(C)c(C)cc4c3=O)C(=O)N2CCCN(C)C)cc1 (stereo not given)	2	-16	-0.7	-1.1	-63	-1	0.8	3.8	0.2	6.7*	-0.2
COc1ccc(CNc2ccccc2SC)cc1OC	6	-3	-1.5	-5.0	-4	-2	-0.3	0.2	4.5	0.8	0.7
CCN(CC)/C(N)=N/c1nc(C)cc(C)n1	2	-8	-1.4	-1.0	-4	0	0.3	-0.8	-1.0	-0.5	-0.8
COc1cc(NC(=O)c2ccccc2-n2cnnn2)cc(OC)c1	3	-3	-0.7	-0.9	-8	-2	-0.8	-0.3	-1.1	-0.4	-0.7
C#CCNC(=O)C[C@@H]1C[C@@]2(C(=O)OC)CCCCC=C2N(Cc2ccc(Cl)cc2Cl)C1=O	-10	4	-0.8	1.0	4	-4	-1.1	-1.0	x	x	-0.5
CCOC(=O)c1c(C)[nH]c(C(=O)COC(=O)CNC(=O)c2ccc(Br)cc2)c1C	-3	-2	-1.6	-1.6	4	-2	-0.6	0.8	2.1	0.8	3.0
CC(=O)C(Cl)C(=O)Nc1ccccc1 (stereo not given)	1	2	-1.9	-2.7	1	8.5*	-2.0	0.6	5.4	-0.4	-1.3
CCC(=O)Nc1cc2c(cc1C(C)=O)OCCO2	-3	-25	-1.2	0.4	-82	-3	0.1	1.6	-0.3	-0.9	0.0
O=C(c1ccco1)N1CCN=C1SCc1cccnc1	0	-4	-0.6	-3.1	-6	1	-0.4	0.5	-1.9	-1.5	-1.4
Fc1ccc2nc(N3CCCC3)sc2c1	1	-3	-0.8	0.0	0	4	5.2*	28*	5.5	1.3	4.8
COc1cccc(CCNC(=O)CCc2nnc(-c3cc(C)oc3C)o2)c1	-2	-3	-1.2	0.1	0	-2	-3.0	0.9	2.4	0.6	2.0
CC1CN(C=O)CC(C)N1CCN1C(C)CN(C=O)CC1C (stereo not given)	-3	-8	-0.4	1.0	-22	-3	-0.2	-2.2	-0.1	-0.1	-0.8
O=C(Nc1nc2ccc(Cl)cc2s1)c1ccco1	3	-2	0.4	-1.4	-16	-1	3.6	16*	-0.2	0.6	7.4*
CCOc1ccc(C(=O)COC(C)=O)cc1	1	-2	-1.6	1.7	5	0	1.0	1.0	2.0	1.0	-0.7
CCN1CCN(C(C(=O)NC2CCCCC2)c2cc3ccccc3o2)CC1 (stereo not given)	-1	-7	-1.0	-0.1	-11	2	2.6	3.2	x	x	2.6
O=C(CN1CCOCC1)N/N=C/c1cc2ccccc2nc1Cl	0	-4	-0.5	-1.4	-5	2	0.1	0.0	-0.2	0.8	0.0
COC(=O)Cc1nnc(NC(=O)C(C)C)s1	3	-4	-1.0	-0.9	-11	-4	-0.6	2.1	-1.0	0.2	0.9
COC(=O)[C@]12C[C@H](CC(=O)NCc3ccccc3)C(=O)N(Cc3ccc4c(c3)OCO4)C1=C[C@H](COCc1ccccc1)O[C@@H]2C	-4	-1	-0.8	0.3	6	-3	-0.4	1.4	x	x	-0.1
O=C(NCC1CCCO1)c1ccc(CNS(=O)(=O)c2cccc(Cl)c2)cc1 (stereo not given)	0	0	-1.2	-0.5	7	4	-0.3	0.1	1.7	0.3	0.1
CCOc1c(OC)cccc1C(=O)NCC1(c2ccccc2)CCCC1	-21	1	-1.7	-2.8	10	2	0.4	-3.4	1.0	-0.9	-2.6
